PAD4 FP inh: human PAD4 inhibitors, primary screen, biochemical, fluorescence polarization, 1536-well format | Protein-arginine deiminase type-4 (Homo sapiens), Q9UM07 | recombinant PAD4, RCA probe fluorescence polarization | inhibition, % at 6.36 µM | 0.41% of 330,000 active | AID 485272, 2010;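 active means percent inhibition above a cutoff equal to the mean of all tested compounds plus 3 SD, cut at about 15% in these data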;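 further: 0% = PAD4 with RCA probe and DMSO and 100% = probe without PAD4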
GSTO1 inh: inhibitors of recombinant GSTO1, primary screen, counter-screen for RBBP9 inhibitor project, biochemical, fluorescence polarization; Glutathione S-transferase omega-1 (Homo sapiens), P78417; inhibition, % at 5.96 µM; 1.1% of 300,000 active; activity-based probe fluorescence polarization;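 active means inhibition above the campaign mean inhibition plus 3 SD, cut at about 35% in these data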;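 further: 0% = GSTO1-1 with DMSO and 100% = wells lacking GSTO1-1 enzyme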
Target sequence (P78417 whole entry, looked up): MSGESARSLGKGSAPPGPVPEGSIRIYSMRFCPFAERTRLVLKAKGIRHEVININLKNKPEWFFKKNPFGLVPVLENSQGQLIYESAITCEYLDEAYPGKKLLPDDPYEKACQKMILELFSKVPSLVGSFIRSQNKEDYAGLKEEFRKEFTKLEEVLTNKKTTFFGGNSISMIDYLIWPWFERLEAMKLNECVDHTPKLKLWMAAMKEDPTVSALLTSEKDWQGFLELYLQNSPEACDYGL
MCL1 BIM primary: inhibitors of MCL1 binding to BIM-BH3, primary screen, biochemical, fluorescence polarization; GST-MCL1 / FITC-Bim-BH3 fluorescence polarization; inhibition, % at 10.9 µM; 0.68% of 320,000 active;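 active means inhibition above the mean inhibition of all tested compounds plus 3 SD, set per campaign, cut at about 40% in these data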;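 further: 0% = DMSO wells and 100% = unlabeled Bim-BH3 peptide control; higher means more loss of mP so more displacement of Bim peptide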
TPT1 inh: Candida albicans TPT1 enzyme inhibitors, primary screen, biochemical, fluorescence polarization; 0.81% of 300,000 active; recombinant caTPT1, FP RNA substrate dephosphorylation; tRNA 2'-phosphotransferase TPT1 (Candida albicans SC5314); inhibition, % at 5 µM;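 active means inhibition above the mean of all tested compounds plus 3 SD, set per screening campaign, cut at about 24% in these data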;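 further: plate controls were DMSO alone for no effect and ferristatin control at 100 nM for full effect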
PME-1 inh: PME-1 inhibitors via competitive probe labeling, primary screen, biochemical, fluorescence polarization, FP-Rh probe, HTS | recombinant PME-1 | AID 2130, 2009 | inhibition, % at 5.9 µM | Protein phosphatase methylesterase 1 (Homo sapiens), Q9Y570 | 0.53% of 320,000 active;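 active means inhibition above the campaign mean of all compounds plus 3 SD, cut at about 26% in these data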;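 further: competitive labeling of PME-1 active site by serine hydrolase directed probe; 0% = PME-1 with DMSO and 100% = wells lacking PME-1 enzyme; inhibitors block probe labeling so polarization falls and inhibition rises; many of its hits are not listed in these tables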
BCLXL inh: inhibitors of human Bcl-xL, primary screen, biochemical, fluorescence polarization, HTS | 0.7% of 320,000 active | Bcl-2-like protein 1 (Homo sapiens), Q07817 | AID 2129, 2009 | inhibition, % at 10.9 µM | GST-Bcl-xL / FITC-Bim BH3 peptide fluorescence polarization;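 active means inhibition above the mean of all tested compounds plus 3 SD, cutoff set per campaign, cut at about 30% in these data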;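 further: 0% = DMSO wells and 100% = unlabeled Bim-BH3 peptide competitor; inhibitors lower millipolarization by displacing the labeled peptide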
Target sequence (Q07817 whole entry, looked up): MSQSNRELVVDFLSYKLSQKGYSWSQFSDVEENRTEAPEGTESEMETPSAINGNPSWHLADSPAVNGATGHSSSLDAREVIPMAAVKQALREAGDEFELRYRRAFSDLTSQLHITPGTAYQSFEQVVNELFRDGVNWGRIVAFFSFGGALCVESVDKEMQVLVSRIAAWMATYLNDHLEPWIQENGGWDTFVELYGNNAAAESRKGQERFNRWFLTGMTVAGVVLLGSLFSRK
MEX-5 binding: MEX-5 zinc finger RNA-binding disruptors – biochemical, C. elegans, fluorescence polarization, MLPCN library, primary screen | activity score (negative = inhibition of binding), % at 10 µM | 0.38% of 300,000 active | Zinc finger protein mex-5 (Caenorhabditis elegans), Q9XUB2 | MEX-5/FITC-TCR2 RNA binding; hits give low values;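 active means inhibition past about -25% in most replicates, and total fluorescence under double the plate's negative control median, limit read from the data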;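 further: 0% = DMSO and -100% = 5 µM competing unlabeled TCR2 RNA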
Fam108B inh: mouse Fam108B serine hydrolase inhibitors, primary screen, counter-screen for RBBP9 inhibitor project, biochemical, fluorescence polarization | recombinant Fam108B, FP-Rh probe fluorescence polarization | inhibition, % at 9.51 µM | 0.33% of 300,000 active | AID 1947, 2009;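 active means inhibition above the screen mean inhibition plus 3 SD, computed separately per campaign, cut at about 18% in these data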;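 further: inhibitors lower polarization as less probe binds the enzyme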
GLD-1 TGE inh: GLD-1/TGE RNA complex disruptors, primary screen, biochemical, fluorescence polarization | 0.44% of 320,000 active | AID 2280, 2010 | purified GLD-1 + fluorescein TGE RNA | Female germline-specific tumor suppressor gld-1 (Caenorhabditis elegans), Q17339 | inhibition, % at 5.96 µM;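 active means percent inhibition above a per-plate cutoff, the plate mean of test compounds plus 3 SD, cut at about 30% in these data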;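 further: 0% = DMSO wells with GLD-1 and probe and 100% = wells lacking GLD-1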
Target sequence (Q17339 whole entry, looked up): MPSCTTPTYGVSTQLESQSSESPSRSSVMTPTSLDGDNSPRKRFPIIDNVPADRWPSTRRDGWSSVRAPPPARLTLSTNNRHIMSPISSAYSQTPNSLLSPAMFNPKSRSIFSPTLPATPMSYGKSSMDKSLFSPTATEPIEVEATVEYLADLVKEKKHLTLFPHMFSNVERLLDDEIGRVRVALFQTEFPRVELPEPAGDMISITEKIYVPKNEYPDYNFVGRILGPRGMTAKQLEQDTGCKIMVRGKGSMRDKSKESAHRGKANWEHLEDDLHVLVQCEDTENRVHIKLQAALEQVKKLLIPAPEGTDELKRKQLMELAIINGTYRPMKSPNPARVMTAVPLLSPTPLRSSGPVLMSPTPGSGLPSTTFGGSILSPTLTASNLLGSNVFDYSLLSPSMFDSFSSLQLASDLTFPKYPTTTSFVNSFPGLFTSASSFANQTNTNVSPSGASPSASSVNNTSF
An asterisk follows results filed as active; . = not tested or not shown.

SMILES	PAD4 FP inh	GSTO1 inh	MCL1 BIM primary	TPT1 inh	PME-1 inh	BCLXL inh	MEX-5 binding	Fam108B inh	GLD-1 TGE inh
O=C(CNC(=O)c1ccc(S(=O)(=O)N2CCCC2)cc1)N/N=C/c1ccccc1	3	-2	-3	-3	-2	-1	-2.1	-2	-3
CSc1ccccc1NC(=O)c1ccc2c(c1)CCN2S(C)(=O)=O	6	-3	-5	3	0	-1	-2.4	3	-7
COC(=O)c1cn(-c2ccccc2)nc1-c1cccnc1	0	-3	9	-3	5	2	-0.4	2	2
C/C(=N\Nc1nc(-c2ccc(C)cc2C)cs1)c1cc2ccccc2oc1=O	2	4	-1	5	0	4	1.0	-3	-6
Cn1c(N)c(C(=O)COC(=O)/C=C/c2ccccc2Cl)c(=O)n(C)c1=O	1	.	-3	.	-1	-4	.	.	-3
CCNC(=O)NC(=O)C(C)N1C(=O)NC(c2ccccc2)(c2ccccc2)C1=O (stereo not drawn)	-2	0	-4	-1	4	2	0.1	0	3
COc1cccc(-c2nnc(SCc3nc4ccccc4[nH]3)n2N)c1	0	4	3	0	-1	0	-3.4	0	3
COc1ccccc1C(C)NC(=O)Cc1ccsc1 (stereo not drawn)	3	4	10	0	4	2	0.8	-1	10
CSc1nc(=NC(C)=O)ss1	1	-17	5	-1	3	5	-5.2	3	-4
COc1ccc2cc(CN(Cc3cccs3)Cc3nnnn3Cc3ccccc3)c(=O)[nH]c2c1	-1	-12	4	-1	3	4	2.3	-3	-3
CC(C)(C)c1nc(S(=O)(=O)c2ccc(Cl)cc2)c(N2CCOCC2)o1	-4	3	9	-4	1	9	-0.7	1	3
O=C(N/N=C/C1CC2CCC1C2)c1ccc2c(c1)OCO2 (stereo not drawn)	0	4	-3	4	-6	-4	1.1	6	-2
O=C(CSc1cccc[n+]1[O-])Nc1cc(S(=O)(=O)N2CCOCC2)ccc1N1CCOCC1	-3	2	-11	2	5	0	0.7	-6	-3
CC(C)=CC(=O)Nc1ccc(Br)cc1	0	4	7	-2	-1	1	-1.3	4	4
O=C(Nc1ccccc1)Nc1ccccc1C(=O)NCc1ccco1	-3	4	6	-3	0	4	-2.0	-2	0
CN(C)CC(C)(C)CNCc1cc(=O)oc2ccc3ccccc3c12	1	1	-4	-3	3	-1	-1.3	-5	0
Nc1[nH]c(N=NC(=O)c2ccc(F)cc2)c2ccccc12	0	-18	-12	4	12	-1	0.7	11	-2
CCOC(=O)c1ccc2ncc(C(=O)OCC)c(NCCN3CCOCC3)c2c1	-1	-2	34	-8	0	25	0.0	2	21
CCN(CC)CC(C)OC(=O)COc1ccc(OC)cc1 (stereo not drawn)	0	0	1	-1	1	2	-0.8	2	3
Cn1c(O)c(/C=N/Nc2ccccc2)c(=O)n(C)c1=O	-6	3	7	2	3	10	-2.4	-2	4
CCCCCCC[C@H](N)[C@H](O)C(=O)N(C)[C@@H](CCS(C)=O)C(=O)N[C@@H](Cc1ccc(O)cc1)C(=O)N[C@@H](Cc1ccc(O)cc1)C(=O)O (stereo partly drawn)	1	7	8	1	3	6	-1.7	5	4
O=C(CCl)Nc1cn(-c2ccccc2)nc1-c1ccccc1	4	51*	-5	-3	-2	4	1.4	-6	5
CN1CCN(CC(=O)N/N=C/c2ccc(F)c(F)c2)CC1	-11	4	2	1	3	-1	-0.6	-4	7
Cc1ccc(S(=O)(=O)N2CCC(C(=O)OCCOc3cccc(C)c3)CC2)cc1	-1	.	-8	.	4	-1	.	.	2
Cc1c(CNC2CCCC(C)C2C)c(C(=O)O)c(C)n1Cc1ccccc1 (stereo not drawn)	-3	7	1	-2	-2	1	-0.5	5	-2
Following part
SMILES	PAD4 FP inh	GSTO1 inh	MCL1 BIM primary	TPT1 inh	PME-1 inh	BCLXL inh	MEX-5 binding	Fam108B inh	GLD-1 TGE inh
NC(=O)CC[C@H](NC(=O)c1ccc(F)cc1)C(=O)OCC(=O)Nc1ccc(N2CCOCC2)cc1	2	10	6	-2	-1	4	-2.7	-4	5
COc1ccc(S(=O)(=O)N2CCOC2CNC(=O)C(=O)NCc2ccc3c(c2)OCO3)cc1 (stereo not drawn)	1	1	5	-3	3	2	-1.0	-4	4
CC(=O)Nc1ccc(NC(=O)c2ccc(CSc3ccccc3)o2)cc1	-3	7	7	2	1	10	0.3	9	-2
O=C(O)c1ccc2c(=O)n3c(nc2c1)/C(=C/c1ccc(Cl)c(Cl)c1)CC3	-1	-3	-5	-1	-7	1	-0.1	0	0
Cc1ccc(NC(=O)CN2CCc3cc4c(cc3C2)OCCCO4)cc1C	-4	-1	1	0	-4	-2	-0.3	-3	4
COc1ccc(CCNC(=O)COC(=O)C2CCCCC2)cc1	-2	4	-1	-1	4	2	-3.3	1	8
COC(=O)c1c(SCC(=O)Nc2ccc(C)c(C)c2)nc(=O)[nH]c1C	-2	-5	0	0	5	0	-5.2	1	-3
Clc1cccc(/C=N/Nc2nc(Cl)nc3ccccc23)c1	0	-11	7	2	1	5	-2.3	-5	-1
C=CCN1C(=O)c2ccc(C(=O)OCC(=O)Nc3ccccc3OC)cc2C1=O	0	.	-2	.	1	-4	.	.	3
CCOc1cc(/C=N/Nc2ccccc2Cl)ccc1OCC(=O)O	2	1	6	3	-4	9	.	3	4
CCOC(=O)CSc1nc2sc3c(c2c(=O)[nH]1)CC(C)(CC)OC3 (stereo not drawn)	1	-3	-5	-7	-5	1	-2.0	-3	5
COc1ncccc1-c1nnn(-c2ccccc2)n1	-1	5	3	0	-4	3	1.9	6	-2
C#CCOCCOCCOCCNc1nc(N2CCN(C(=O)[C@H](CCC(=O)O)n3cc(C(N)CC(C)C)nn3)CC2)nc(N2CCN(C(=O)[C@H](Cc3ccc(O)cc3)n3cc(C(N)CC(C)C)nn3)CC2)n1 (stereo partly drawn)	0	6	11	-1	6	5	1.0	1	-1
Cc1ccc2c(c1)c1c3n2CCCN(Cc2ccccc2)C3CCC1 (stereo not drawn)	3	1	3	0	1	4	-4.3	1	2
Cc1c(NC(=O)C(C)Sc2nnc(-c3ccccc3)o2)c(=O)n(-c2ccccc2)n1C (stereo not drawn)	1	5	3	0	1	4	2.2	-2	-4
Cc1cc(SCC(=O)OCC(=O)N2CCN(C(=O)c3ccco3)CC2)c(C)cc1Br	-2	0	4	0	2	-1	-5.3	-5	-9
CCOc1cccc(-c2nc3cc(C)ccc3o2)c1	-2	-7	-2	2	-2	1	-3.6	1	4
O=C(O)COc1ccc(NC(=O)C(c2ccccc2)c2ccccc2)cc1	-2	-7	11	-2	-3	3	-1.3	0	4
COc1ccc(NC(=O)CSc2nc(C)cc(C(F)(F)F)n2)cc1	-5	-7	0	0	0	3	-4.2	-2	-9
COc1ccc(C2CC(c3cccs3)=NN2C(=O)CSc2nnc(N)s2)cc1OC (stereo not drawn)	0	0	-5	7	1	-11	.	-2	3
C=CCn1c(SCC(C)=O)nc2scc(-c3ccco3)c2c1=O	-9	2	38	17	-2	15	2.0	-3	5
COc1ccc(-c2nc(C#N)c(NCc3cccnc3)o2)cc1OC	-3	-1	4	0	1	6	0.6	1	5
CN(C)C(CNC(=O)/C=C/c1cccc(Cl)c1)c1ccccc1 (stereo not drawn)	-1	4	2	2	-1	4	2.2	1	-6
Cc1noc(C)c1C(=O)N1CCCc2ccccc21	1	1	6	-3	1	3	0.4	-2	1
Cc1ccsc1C(=O)N1CCC(N2CCC(C(=O)NCC3CCCO3)CC2)CC1 (stereo not drawn)	-13	-9	9	3	-21	12	-1.4	-13	0
(continued)
SMILES	PAD4 FP inh	GSTO1 inh	MCL1 BIM primary	TPT1 inh	PME-1 inh	BCLXL inh	MEX-5 binding	Fam108B inh	GLD-1 TGE inh
COc1ccc(NC(=O)c2nc(SC)ncc2Cl)cc1	2	-3	0	1	-3	5	-4.8	-1	3
O=C(O)c1ccc(NS(=O)(=O)c2cccc(C(=O)Nc3ccc(Br)cc3)c2)cc1	-6	-7	0	-3	-1	7	2.9	4	-4
C=CC(=O)OCCOCCOCCOCCOC(=O)C=C	4	.	2	.	-9	6	.	.	2
CC(=O)c1ccc(NC(=O)NCc2ccc(F)cc2)cc1	0	7	0	-7	-2	0	-1.7	1	3
CCCCc1c(O)nc(SCC(=O)NC(C)(C)C)n(-c2ccccc2C)c1=O	2	0	3	-6	0	1	0.5	4	-2
COc1cccc(C(=O)Nc2ccccc2OC(F)(F)F)c1	4	5	13	-2	1	4	0.1	-4	-5
O=C(O)c1cccnc1SC1CC(=O)N(c2ccc(OC(F)F)cc2)C1=O (stereo not drawn)	0	-8	0	2	0	3	1.7	10	-2
CC(C)c1nnc(NC(=O)CN(C)S(=O)(=O)c2ccc3c(c2)OCCO3)s1	-4	5	1	0	1	4	2.7	-2	5
Cc1ccc(OCC(=O)Nc2ccc3c(c2)nc(CCN2CCC(C)CC2)n3C)cc1	0	-4	12	-2	-6	6	1.7	2	0
Cc1ccc(S(=O)(=O)Nc2cccc(C(=O)NCc3ccc(S(N)(=O)=O)cc3)c2)cc1	0	0	2	1	0	1	-2.4	-3	9
CC1(C(=O)NC2CCCCCCC2)CCC(=O)N1Cc1cccs1 (stereo not drawn)	-4	8	-5	-1	6	-2	-3.1	-2	6
CN(C)c1ccc(/C=C/C(=O)c2c(O)c3ccccc3oc2=O)cc1	0	-8	-82	55*	-25	-23	4.9	-20	-19
Cc1c(C(=O)N2CCCCC2)nnn1-c1nonc1N	0	3	5	-3	2	7	0.3	1	-3
COc1cc2c(ccc3cc(OC)c(OC)c(O)c32)cc1O	-2	55*	78*	-1	2	21	4.1	5	4
CC(=O)Nc1nc2ccccc2n1Cc1ccccc1C	0	7	3	-4	3	4	-0.7	0	0
CC(=O)O[C@H]1CSC[C@H]1NC(=O)c1ccccc1	1	1	-6	-3	-3	2	1.8	4	2
S=C(Nc1ccc(Cl)cc1Cl)Nc1ccccc1Oc1ccccc1	1	0	12	1	13	0	0.1	-2	2
O=c1c2cc(N3CCOCC3)ccc2[nH]c(=S)n1CC1CCCO1 (stereo not drawn)	-6	23	35	2	-7	19	-0.2	-4	1
CCC12CN3CCN(CC(C3)/C1=N\NC(=O)c1ccc(F)cc1)C2	4	5	9	-3	-4	0	0.4	-3	5
Cc1ccccc1NC(=O)Cc1nc(COC(=O)c2cc(Cl)ccc2O)cs1	-1	2	-9	1	-4	-1	-3.1	-9	-2
CC(Sc1ncccn1)C(=O)NC1CCCC1 (stereo not drawn)	-3	.	11	.	-5	2	.	.	1
O=C(COc1coc(CN2CCN(c3ccccc3F)CC2)cc1=O)N1CCc2ccccc21	-1	-1	2	-1	1	-1	-0.2	2	4
O=C(Nc1cccnc1)C12CC3CC(CC(C3)C1)C2	-1	7	4	0	2	0	2.6	1	-1

An excerpt; rates above refer to the full screens.
